# Htt clearance – compounds clearing mutant huntingtin protein | 47,000 compounds, 0.42% hits | inhibition, % at 1.5 µM | AID 853 | HeLa Exon1htt(103Q)mCFP, aggregate imaging; zero = plate's median compound well;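 active = inhibition of aggregate fluorescence above about 70%, also judged a hit by eye on the cell image, limit read from the data, passing the limit was not always enough; inconclusive = no rule stated for this call; inactive = not judged a hit on image review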;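 note: cells exposed to compound for three days before fixation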
# Htt clearance grain fraction – second read-out of Htt clearance, no call of its own (marks repeat the call); fraction fluorescence in grains; measured here: aggregate grain fluorescence fraction; hits give low values;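 scaled fraction of total cell fluorescence in grains with unit not stated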
# The depositor's hits bear a star; ? = inconclusive; . = no result given. These rows are one share of the data (hit frequency here may not be typical).
# Value order – Htt clearance	Htt clearance grain fraction
CC(Oc1ccc(Br)cc1)C(=O)N1CCc2ccccc21 (stereo unspecified)
 : 1.5	21
COc1ccc(NC(=O)NC2CCN(C(C)C)CC2)c(OC)c1
 : 34.1	24.9
CC(C)(C)n1nnnc1CN(Cc1cccnc1)Cc1ccccc1Cl
 : 3.5	29.7
CC(C)CNC(=O)c1cc(-c2ccc(Br)cc2)on1
 : 25.9	30.2
O=C(NCc1ccc(OC(F)(F)F)cc1)C12CN(Cc3ccccc3)CC1C(c1cccc([N+](=O)[O-])c1)=NO2 (stereo unspecified)
 : -30.0	50
COc1cc2c3nnc(-c4ccc(F)cc4)c-3cn(Cc3ccc(F)cc3)c2cc1OC
 : 4.5	44.9
COc1cccc(N(C(=O)Cn2nnc(-c3cccs3)n2)C(C(=O)NC(C)C)c2ccc(C)o2)c1 (stereo unspecified)
 : 1.5	38.1
Cc1ccc(OCC(=O)N/N=C/c2cccn2C)cc1
 : -7.5	40.5
Cc1cccc(S(=O)(=O)C(C#N)c2nc3ccccc3nc2N2CC(C)OC(C)C2)c1 (stereo unspecified)
 : -19.7	24.9
CCOC(=O)N1CCC(NC(=O)CN2C(=O)CSc3nc(C)cc(C)c32)CC1
 : -21.1	49.6
CCOc1ccccc1NC1c2ccccc2C(=O)N1c1cccnc1 (stereo unspecified)
 : 47.9	9.06
CCC(C)c1ccccc1NC(=O)c1cccnc1 (stereo unspecified)
 : 24.2	13.6
CC(C)(C)C1=Nn2c(nnc2-c2ccccn2)SC1
 : -27.1	44.5
O=c1nc(-c2ccccc2)c2cc(Cl)ccc2[nH]1
 : -41.8	29.3
CCOC(=O)c1c(C(C)(C)C)oc2ccc(OCC#N)cc12
 : -22.3	24.8
O=S(=O)(Nc1nc2ccccc2s1)c1ccc(Br)s1
 : -9.5	19.2
CN(c1ccc(C(=O)NCCSCc2ccco2)cc1)S(C)(=O)=O
 : -19.8	24.1
Cc1ccc2cc(S(=O)(=O)NCCC(=O)O)ccc2c1
 : -6.0	23.9
Cn1c(SCC#N)nnc1-c1ccc2c(c1)OCO2
 : 11.4	17.4
COc1ccc(OC)c(NC(=O)CSc2nnnn2-c2ccccc2F)c1
 : 3.3	29.4
CN(C)CCCn1c(NCc2ccc3c(c2)OCO3)nc2ccccc21
 : -20.5	45.5
CC(=O)OCC1OC(c2ccccc2)C(OC(C)=O)C(OC(C)=O)C1OC(C)=O (stereo unspecified)
 : -10.9	20.5
COC(=O)CCCC(=O)Nc1ccc(Cl)c(Cl)c1
 : -29.7	25.3
CCN1C(=O)C2(C(C#N)=C(N)Oc3n[nH]c(C(C)C)c32)c2ccccc21 (stereo unspecified)
 : -15.2	18.8
Cc1noc(C)c1S(=O)(=O)N1CCCC(C(=O)Nc2nccs2)C1 (stereo unspecified)
 : -7.4	44
N#C/C(C(=O)c1ccccc1)=C1/CCCN1
 : 24.6	28.3
COc1ccc(C2NC(=O)c3ccccc3O2)c(OC)c1OC (stereo unspecified)
 : ?	.
Cc1nn(C)c(C)c1S(=O)(=O)N1CCc2ccccc21
 : -49.6	51.5
O=C(CCCN1CCOCC1)c1ccc2c(c1)OCCO2
 : -13.1	42.3
Cc1ccc(C)c(C(=O)CC2(O)C(=O)N(C)c3ccccc32)c1 (stereo unspecified)
 : 36.5	24.1

# The final 5 records of the part before are carried over, then new ones follow:
# Value order – Htt clearance	Htt clearance grain fraction
N#C/C(C(=O)c1ccccc1)=C1/CCCN1
 : 24.6	28.3
COc1ccc(C2NC(=O)c3ccccc3O2)c(OC)c1OC (stereo unspecified)
 : ?	.
Cc1nn(C)c(C)c1S(=O)(=O)N1CCc2ccccc21
 : -49.6	51.5
O=C(CCCN1CCOCC1)c1ccc2c(c1)OCCO2
 : -13.1	42.3
Cc1ccc(C)c(C(=O)CC2(O)C(=O)N(C)c3ccccc32)c1 (stereo unspecified)
 : 36.5	24.1
CCOc1nc(N(C)C)nc(-n2nnc(C(C)=O)c2C)n1
 : 64.6	14.3
O=C(NCc1ccc(Cl)cc1)c1cnccn1
 : 42.6	24.9
CC1=C(C)CC(C(=O)N2CCN(Cc3ccccc3)CC2)C(C(=O)O)C1 (stereo unspecified)
 : -8.8	19.3
CC(C)(C)c1ccc(OCC(=O)NC2CCS(=O)(=O)C2)cc1 (stereo unspecified)
 : 3.1	17.9
COc1cccc(-c2nnc(SCc3ccccn3)n2C)c1
 : 29.4	21.7
O=S(=O)(Nc1cccc2cccnc12)c1ccc(S(=O)(=O)N2CCCC2)cc1
 : 14.1	29.4
Cc1ccccc1NC(=O)N1C2CCCC1CC(NC(=O)C1CC1)C2 (stereo unspecified)
 : 7.9	40.7
CCN(CC)CCNc1nc(-c2ccco2)c2c(c1C#N)CC(C)(C)OC2
 : 40.0	12.7
CCN=C(Nc1ccc2c(c1)OCO2)SC1CC(=O)N(c2ccccc2F)C1=O (stereo unspecified)
 : -8.5	22.2
CCCCOC(=O)C1CCCC(C(=O)OCCCC)N1 (stereo unspecified)
 : 14.2	17.4
O=C(O)c1ccc(COc2c(F)c(F)cc(F)c2F)o1
 : 23.6	15.7
COc1ccc(-c2nnc(Nc3nc4c(OC)cccc4s3)o2)cc1
 : -7.5	17.8
CCCc1cc(=O)oc2c(C)c(OCC(=O)c3ccc(N4CCCC4)cc3)ccc12
 : -36.7	48.6
Cc1ccsc1C(=O)NNC(=O)C1CCCCC1C(=O)O (stereo unspecified)
 : -26.5	25.3
CC(C)CNC(=O)c1coc(=O)c(Br)c1
 : 14.5	23.9
Cc1ccc(CNC(=O)C2CCCN2C(=O)NCc2ccccc2)cc1 (stereo unspecified)
 : 32.1	26.8
CCOc1ccc(NC(=O)Cn2nnc(-c3ccccc3NC(=O)CC)n2)cc1
 : -15.3	39.4
CCn1c(=O)n(CC(=O)NC2CCCC(C)C2C)c(=O)c2ccccc21 (stereo unspecified)
 : -3.1	38.2
Cc1ccccc1Nc1nc(CSc2nnc(-c3ccoc3C)n2C)cs1
 : -9.8	38.5
CCOC(=O)N1CCN(c2nc(-c3ccc(F)cc3)cs2)CC1
 : -43.3	28.2
COc1ccc(Nc2ncc3c(n2)CC(c2ccc(C)cc2)CC3=O)cc1 (stereo unspecified)
 : 65.4	13.9
CCCC12CN(C(=O)c3ccc(OC)cc3)CC(C)(CN(C(=O)c3ccc(OC)cc3)C1)C2=O
 : -40.5	26.4
COc1ccc(C(=O)N=c2c(C#N)cc3c(=O)n4cccc(C)c4nc3n2Cc2ccco2)cc1
 : -22.4	19.6
CC(=O)Nc1ccc(C(=O)N2CCN(C(=O)c3ccco3)CC2)cc1
 : 23.7	14.3
N#CCCn1c(Cl)nc2ccccc21
 : 39.7	22.2
CCc1nc2oc3ccccc3c(=O)c2c(=O)n1CCOC
 : 8.6	39.5
CCN1CCN(CNC(=O)c2cnccn2)CC1
 : -27.9	36.6
O=C(Oc1nsnc1N1CCOCC1)N(c1ccccc1)c1ccccc1
 : -3.5	33.9
COC(=O)c1ccccc1NC(=O)CC(NCc1ccccc1)C(=O)O (stereo unspecified)
 : 2.7	19
OC(CN1CCOCC1)Cn1c(-c2cccc(Cl)c2)nc2ccccc21 (stereo unspecified)
 : -19.3	22.1
O=S(=O)(NN=C1CCCCCCC1)c1ccc(Br)cc1
 : -32.9	25.5
COc1ccccc1NC(=O)CNC(=O)c1ccccc1C
 : -40.9	53.3
CCn1c(SCC(=O)N(Cc2ccccc2)C2CCS(=O)(=O)C2)nc2ccccc2c1=O (stereo unspecified)
 : 32.2	24.1
Cc1ccc(N=C/C(C(=O)C(F)(F)F)=C(\O)c2cccs2)cc1
 : 12.8	33.5
CC(C)(C)c1csc(NC(=O)Cn2cnc3ccccc3c2=O)n1
 : 25.9	14.4
CC1=C(C#N)C(NC(=O)C2CC2)(C(F)(F)F)C(=O)N1 (stereo unspecified)
 : 14.6	16.6
CC(C)c1[nH]nc2c1C(Cc1ccccc1)C(C#N)=C(N)O2 (stereo unspecified)
 : -5.4	38.8
CCCCCCC(=O)N1CCC(c2nc3c(nnn3Cc3ccccc3Cl)c(=O)[nH]2)CC1
 : -16.7	42.4
Cc1cc(N2CCC(C)CC2)n2nc(C)c(-c3ccccc3)c2n1
 : -64.4	58.1
Cc1cccc(-c2noc(CN(C(=O)c3ccc4c(c3)OCO4)C(C)C)n2)c1
 : -1.3	18
CC(=O)Oc1ccc2c(c1)C(=O)c1ccccc1CO2
 : -12.0	23.6
Cc1c(C(=O)N2CCc3ccccc32)oc2c1C(=O)CC(C)(C)C2
 : -0.1	44.2
CC(C)Cn1c(SCC(=O)c2ccc(Cl)s2)nnc1-c1ccco1
 : 14.4	17.9
CN(C(=O)c1ccccc1)c1ccc(OCC(=O)NC2CCS(=O)(=O)C2)cc1 (stereo unspecified)
 : -22.1	23.4
Cc1nc(C)n(CC(O)COc2ccc(C(=O)c3ccccc3)cc2)n1 (stereo unspecified)
 : -70.7	33.2
Cc1cc(=O)[nH]c(SCc2cccc(Br)c2)n1
 : 53.2	9.11
CC(C)(C)OC(=O)c1c(N)n(CCCN2CCCC2=O)c2nc3ccccc3nc12
 : 29.9	14.6
COc1ccc(N2CC(C(=O)Nc3ccccc3C(=O)NCc3ccco3)CC2=O)cc1 (stereo unspecified)
 : 27.4	14.1
Cc1sc2nc(SCC(=O)NCc3ccco3)n(Cc3ccccc3)c(=O)c2c1C
 : -53.1	36.1
Cc1sc(NC(=O)CSc2nnnn2C2CCCCC2)c(C#N)c1C
 : 9.7	27.8

# Remaining list, next part:
# Value order – Htt clearance	Htt clearance grain fraction
CCCN1C(=O)SC(CC(=O)Nc2ccc(Br)cc2)C1=O (stereo unspecified)
 : -72.6	28.2
CN1C(=O)NC(NC(=O)c2ccncc2)(C(F)(F)F)C1=O (stereo unspecified)
 : 16.5	32.7
CCn1c(Cc2ccccc2)nnc1SCC(=O)Nc1ccc(C)cc1
 : 8.1	18.9
COCCN(Cc1cc2cc3c(cc2nc1Cl)OCO3)C(=O)Nc1ccccc1OC
 : 20.3	32.5
Cc1cc(S(=O)(=O)n2cnc3ccccc32)c(C)cc1Cl
 : -25.8	20.5
CC(C)CCn1cnc2c(NCc3ccccc3)ncnc21
 : 7.2	21.7
CN(Cc1ccccc1)S(=O)(=O)c1ccc(NS(C)(=O)=O)cc1
 : -33.7	23
O=c1[nH]c(C2CCCN(S(=O)(=O)c3ccccc3)C2)nc2c1nnn2Cc1ccccc1 (stereo unspecified)
 : 41.4	20
CNc1nc(C)c(C#N)c(-c2ccccc2)c1C(C)=O
 : 44.5	11.6
COC(=O)c1cc(NC(=O)CN(c2ccccc2OC)S(=O)(=O)c2ccccc2)ccc1Cl
 : -13.5	34.2
C=CCNC(=S)NNC(=O)c1ccc(OCCCC)cc1
 : -5.1	20.2
CCn1c(CNC(=O)c2ccc3c(c2)OCO3)nnc1SCC(=O)Nc1cc(C)ccc1OC
 : -12.2	18.8
CCOC(=O)COc1ccc(S(=O)(=O)N2CCN(c3ccc(F)cc3)CC2)cc1
 : -7.9	33.2
CCCCS(=O)(=O)/C=C\C1C2C=CC(C2)C1S(=O)(=O)CCCC (stereo unspecified)
 : 30.7	13.3
Cc1nc2c3ccccc3[nH]c(=O)n2n1
 : -50.8	28
c1ccc(Cc2nnc3sc(-c4ccc5c(c4)OCO5)nn23)cc1
 : -32.5	24.1
CCC(c1nc2ccccc2c(=O)n1-c1cccnc1)N1C(=O)c2ccccc2C1=O (stereo unspecified)
 : -80.5	30.4
Cn1c(=O)[nH]c(=O)c2c1nc(Br)n2CCOc1ccccc1
 : -1.5	20.5
O=C(COc1ccccc1)NCCSCc1ccco1
 : 10.3	16.5
COc1cc2c(cc1NC(=O)c1ccc3c(c1)OCO3)oc1ccccc12
 : -42.3	25.2
CC(NS(=O)(=O)c1ccccc1)C(=O)NCc1ccco1 (stereo unspecified)
 : 58.8	13.3
O=S(=O)(NC1CCCCC1)c1ccc(Cl)s1
 : 7.5	18.3
CCCC(=O)Nc1nc2nc(-c3ccccc3)cc(=O)n2[nH]1
 : ?	.
CCOc1ccc2nc(NC3=NCN(CC4CCCO4)CN3)nc(C)c2c1 (stereo unspecified)
 : 57.5	8.27
O=C(Nc1nnc(-c2ccccc2Cl)o1)c1cccnc1
 : 40.4	12
CCN(CC)CCNC(=O)c1ccc2c(c1)ncn2C1CCCCC1
 : -24.2	53.7
CCCCNC(=O)CSc1nc2ccccc2c(=O)n1CC1COc2ccccc2O1 (stereo unspecified)
 : 40.2	23.9
COc1ccc(S(=O)(=O)N2CCC(C(=O)Nc3ccc4c(c3)OCCO4)CC2)cc1OC
 : -68.1	39.7
O=C(NC(=O)N1CCN(c2cccc(Cl)c2)CC1)c1ccccc1
 : 0.2	19.2
O=C1N=C(N2CCCC2)S/C1=C\c1ccccc1
 : 13.4	14.4
COC(=O)CN(c1ccc(C)cc1)S(=O)(=O)c1ccc2c(c1)n(C)c(=O)c(=O)n2C
 : -32.8	27.2
CCCC(=O)N1CCN(c2ccc(NC(=O)c3ccccc3)cc2)CC1
 : ?	.
Cc1nnc(Sc2c(-c3ccccc3)c3ccc(Cl)cc3[nH]c2=O)s1
 : -17.2	47.1
Cc1cccc(OCCCC(=O)O)c1C
 : -23.1	24.2
OC1C[N+]2(CCCCC2)C1
 : -3.7	21.1
COCc1cc(C)[nH]c(=O)c1C#N
 : -67.6	74.9
CC1CCc2nc(NC(=O)Cc3cccs3)sc2C1 (stereo unspecified)
 : 15.8	16.7
CC1Cc2ccccc2N1C(=O)C12CCC(C)(C(=O)C1)C2(C)C (stereo unspecified)
 : 12.4	17.1
O=C(NCCO)c1nc(NCCO)c2ccccc2n1
 : -24.3	46.4
CCCCN(CC)CCCNC(=O)CS(=O)(=O)Cc1nc(-c2cccc(OC)c2)oc1C
 : 17.1	38.4
CC(=O)OCn1nnc2ccccc2c1=O
 : -100.0	35.7
O=C(O)c1c(Cl)c(Cl)c(Cl)c(Cl)c1C(=O)N1CCOCC1
 : -27.3	23.5
CC(C)(C)c1nn(-c2ccccc2)c2nc(Cl)c(C=O)cc12
 : -9.2	36.5
